# Pol iota inh = inhibitors of human DNA polymerase iota. Potency, µM (highest dose often 115 µM), without a hit: at the top dose activity, negative = inhibition, hits mostly inhibitors. hit rate 1% among 390,000. Pol iota fluorescent replication assay, 10 min. AID 588590. Q9UNA4
#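 Fluorescent replication assay read twice, at 0 min and 10 min after adding 50 nM (final) substrate. Enzyme (10 nM) and compounds were first incubated 15 min at room temperature; enzyme-free buffer wells were negative controls.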
# BAZ2B inh = inhibitors of human BAZ2B bromodomain. Q9UIF8. AlphaScreen BAZ2B-H3K14Ac peptide displacement. Potency, µM (titrated, usually from 114 µM), for the others: top-dose activity change, negative = inhibition, hits mostly inhibitors. hit rate 4.4% among 360,000; note: % is set by controls: 0 for no effect and ±100 for the full control effect; nearly all actives have a fitted effect of over 60% in size
#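 BAZ2B 50 nM plus b-H3(5-23)K14Ac 50 nM, PBS pH 7.4/0.01% Tween-20, 30 min RT; compound added (max 110 uM), 30 min RT; streptavidin donor/Ni-chelate acceptor beads 10 ug/mL final, 20 min dark; AlphaScreen read.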
# POLH inh = DNA polymerase eta (human) inhibition. hit rate 1.2% among 390,000. Potency, µM (titrated, usually from 114 µM), for inactives: at the top dose activity change, negative = inhibition, actives largely listed as inhibitors. recombinant Pol eta, fluorescent DNA replication assay. Q9Y253; note: % is set by controls: 0 for no effect and ±100 for the full control effect
#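 Pol eta (10 nM) was preincubated with compounds for 15 min at room temperature, after which fluorescent replication substrate (50 nM final) was added to start the reaction. Fluorescence was read kinetically at 0 and 10 min.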
# APEX1 inh = blocks human APE1 abasic DNA cleavage; P27695; recombinant APE1, TAMRA/BHQ-2 abasic DNA cleavage fluorescence; Potency, µM (titrated, usually from 65.8 µM), for inactives: at the highest dose activity change, negative = inhibition, actives largely listed as inhibitors; hit rate 0.35% among 350,000; AID 2517;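 note: plate controls were vehicle for no effect and reference inhibitor for full effect; nearly all actives have a fitted effect of over 55% in size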
#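 Enzyme (0.75 nM final) and test compound are incubated 15 min at room temperature before adding 50 nM quenched THF abasic-site duplex. Cleavage dequenches TAMRA, followed at 525/598 nm over three reads one minute apart.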
# BLM inh = blocks DNA unwinding by human BLM helicase | AID 2528 | hit rate 0.2% among 350,000 | recombinant BLM DNA unwinding, fluorescence dequenching | P54132 | Potency, µM (series often up to 56.1 µM), for the others: at the top dose activity change, negative = inhibition, usual class: inhibitors;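 note: plate controls were vehicle for no effect and no enzyme for full effect; nearly all actives have a fitted effect of over 35% in size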
# Pol beta inh = inhibitors of human DNA polymerase beta; Pol beta primer extension/strand displacement, fluorescence kinetic; P06746; hit rate 1.3% among 340,000; AID 485314; Potency, µM (highest dose often 114 µM), without a hit: top-dose activity change, negative = inhibition, actives largely listed as inhibitors; note: % is set by controls: 0 for no effect and ±100 for the full control effect
#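 10 nM enzyme + cpd, 15 min RT; start with substrate 50 nM final; read 0 min and after 10 min RT. Corrected, normalized data; 4-parameter Hill curve fit.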
# Pol kappa inh = DNA polymerase kappa (human) inhibition | purified Pol kappa, fluorescent DNA synthesis assay, 10 min | Potency, µM (highest dose often 107 µM), inactives show at the highest dose activity, negative = inhibition, hits mostly inhibitors | hit rate 0.53% among 400,000; note: % is set by controls: 0 for no effect and ±100 for the full control effect
# Target sequence (Q9UBT6 whole entry, looked up): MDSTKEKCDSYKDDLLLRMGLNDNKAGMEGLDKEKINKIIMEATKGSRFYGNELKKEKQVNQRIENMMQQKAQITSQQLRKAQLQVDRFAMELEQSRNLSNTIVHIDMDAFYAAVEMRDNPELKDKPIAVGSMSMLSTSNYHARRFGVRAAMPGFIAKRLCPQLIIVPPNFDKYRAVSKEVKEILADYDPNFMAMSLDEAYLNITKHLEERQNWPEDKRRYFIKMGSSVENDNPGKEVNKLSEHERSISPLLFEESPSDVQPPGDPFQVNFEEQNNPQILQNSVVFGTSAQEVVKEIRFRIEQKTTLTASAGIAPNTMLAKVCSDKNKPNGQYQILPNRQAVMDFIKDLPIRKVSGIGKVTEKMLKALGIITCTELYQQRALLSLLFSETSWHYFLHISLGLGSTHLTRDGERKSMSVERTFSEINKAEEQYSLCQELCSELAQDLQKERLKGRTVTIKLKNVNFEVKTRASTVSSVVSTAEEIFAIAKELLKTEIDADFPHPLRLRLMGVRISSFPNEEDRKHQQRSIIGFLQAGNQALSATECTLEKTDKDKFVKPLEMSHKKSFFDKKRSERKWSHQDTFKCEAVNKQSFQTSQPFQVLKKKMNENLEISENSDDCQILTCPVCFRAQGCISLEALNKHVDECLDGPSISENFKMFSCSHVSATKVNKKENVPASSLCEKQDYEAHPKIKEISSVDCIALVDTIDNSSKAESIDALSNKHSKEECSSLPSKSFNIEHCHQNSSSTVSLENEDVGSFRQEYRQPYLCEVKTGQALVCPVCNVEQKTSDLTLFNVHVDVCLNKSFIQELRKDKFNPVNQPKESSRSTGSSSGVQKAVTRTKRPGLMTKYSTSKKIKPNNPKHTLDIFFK
#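 50 nM final substrate added after 15 min RT preincubation of 10 nM Pol kappa with compound; fluorescence read at 0 and 10 min.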
# Anesthetic bind = candidate novel general anesthetic via apoferritin binding; P02791; apoferritin/1-aminoanthracene competitive binding, fluorescence; Potency, µM (highest dose often 77.5 µM), for inactives: top-dose activity change, negative = displacement, actives largely listed as inhibitors; hit rate 0.074% among 350,000; note: % is set by controls: 0 for no effect and ±100 for the full control effect; nearly all actives have a fitted effect of over 20% in size
# Target sequence (P02791 2-175 limits assumed): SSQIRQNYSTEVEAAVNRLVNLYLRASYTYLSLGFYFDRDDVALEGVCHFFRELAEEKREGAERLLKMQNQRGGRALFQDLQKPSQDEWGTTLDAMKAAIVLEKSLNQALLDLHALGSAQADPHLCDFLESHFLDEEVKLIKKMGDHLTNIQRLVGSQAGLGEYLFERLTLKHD
#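 In PBS, apoferritin at 10 uM is loaded with 1-AMA from a 50% saturated solution. After 10 min of compound exposure at ambient temperature, reduced 535 nm fluorescence indicates probe displacement.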
# G9a block = inhibitors of human histone lysine methyltransferase G9a. Q96KQ7. G9a H3K9 monomethylation, AlphaScreen, 2 h. Potency, µM (doses to about 102 µM), for the others: at the top dose activity, negative = inhibition, hits mostly inhibitors. hit rate 8.8% among 350,000. AID 504332; note: % is set by controls: 0 for no effect and ±100 for the full control effect; nearly all actives have a fitted effect of over 75% in size
#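 Step 1: enzyme (final 20 nM) with compound, 15 min RT. Step 2: substrate peptide 500 nM and SAM 20 uM, 2 h RT. Step 3: anti-H3K9me1 antibody and AlphaScreen beads, 10 min, then plate read.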
# Numbers without * were called inactive; ? = inconclusive; · = not tested or not shown; [ ] = dose if it differs, or a comment. Calls come from the whole dose curve; as a rule, active = well fitted curve in the direction sought with a large enough effect; inconclusive = small, poorly fitted or top-dose-only effect, or another doubt; inactive = no such curve, though single readings can be large; an effect the other way counts as inactive or inconclusive. Potency is the fitted concentration of half-maximal effect.
no.	smiles	Pol iota inh	BAZ2B inh	POLH inh	APEX1 inh	BLM inh
1	Cc1ccc(S(=O)(=O)N2CCCCC2)c(C)c1NS(C)(=O)=O	5.1%	-12.7%	-5.3%	19.5%	-1.2%
2	O=C(NCc1ccc(F)cc1)c1cccs1	-0.1%	-10.0%	5.7%	30.7%	-0.1%
3	Cc1nc(CSc2nsc(C)c2C#N)cs1	13.8%	5.5%	-12.0%	-2.7%	-5.7%
4	O=C(NC(Cc1ccccc1)C(=O)O)C1CCN(S(=O)(=O)c2ccccc2C(F)(F)F)CC1 (stereo not drawn)	-10.9%	5.3%	-6.3%	4.7%	1.0%
5	COc1ccc(C2=NOC(C(=O)NC3CCCCC3)C2)cc1OC (stereo not drawn)	-9.2%[58.9 µM]	-5.1%	-6.3%	16.2%	-0.3%
6	C=CCn1c(N)cc(=O)nc1SCC(=O)Nc1ccc(C(=O)OCC)cc1	-23.2%	8.1%	5.0%	5.9%	-3.0%
7	Cc1ccc(CN2CCN(/N=C\C(Br)=C\c3ccccc3)CC2)cc1	60.7%[activator]	?	-19.5%	22.5%	-3.8%
8	NS(=O)(=O)c1ccc(CNC(=S)NC(=O)c2ccco2)cc1	14.1%	·	-11.9%	14.5%	·
9	O=C(Nc1nc(-c2ccccc2)cs1)c1ccc(Br)o1	4.9%	-29.8%	-7.0%	-0.3%	-7.4%
10	CC(=O)N1CN(C2CC(C)(C)NC(C)(C)C2)Cc2c1sc1c2CCCC1	4.9%	-5.2%	?	-1.2%	6.0%
11	CC(C)(C)NC(=O)C(c1ccccn1)N(C(=O)C1CSC(=O)C1)c1ccc(F)cc1 (stereo not drawn)	22.2%	0.9%[57.1 µM]	-16.8%	17.7%	-2.4%
12	Cc1ccc(N2CC(C(=O)NCc3n[nH]c(=O)c4ccccc34)CC2=O)cc1 (stereo not drawn)	5.7%	-8.4%	-16.8%	-9.6%	·

no.	Pol beta inh	Pol kappa inh	Anesthetic bind	G9a block
1	56.9%	-0.9%	-5.8%	8.2%
2	1.0%	5.6%	?	-10.3%
3	7.6%	-11.5%	-23.0%	17.4%
4	23.9%	2.9%	10.8%	42.5%[0.501 µM]
5	16.2%	-6.6%	9.5%	19.7%[12.7 µM]
6	83.9%	-11.7%	-11.9%	5.7%
7	-13.5%	-15.7%	-3.9%	?
8	·	4.3%	·	·
9	?	-3.1%	-11.5%	?
10	37.5%	1.7%	-7.8%	4.5%[59 µM]
11	31.8%	-10.0%	-11.9%	-15.6%[12.7 µM]
12	·	-1.2%	·	25.3%

# More structures follow.
no.	smiles	Pol iota inh	BAZ2B inh	POLH inh	APEX1 inh	BLM inh
13	Nn1c(Cc2ccccc2F)nnc1SCC(=O)Nc1cccc(S(=O)(=O)NC2=NCCCCC2)c1	?	-15.1%	2.2%	-1.7%	-0.2%
14	COC(=O)c1nc2ccccn2c1F	12.6%	28.2%	-4.9%	8.7%	-9.6%
15	CSc1ncc(C(=O)O)n1-c1ccc(F)cc1	7.1%	-3.0%	8.3%	-1.8%	-1.4%
16	Cc1cccc(N2C(=O)CC(N(O)c3ccccc3)C2=O)c1 (stereo not drawn)	-11.0%	-6.7%	-1.6%	11.8%	1.1%
17	CCOC(=O)C1CC=C(Cl)CC1C(=O)Nc1nccs1 (stereo not drawn)	18.4%	-5.5%	7.7%	-1.1%	-1.4%
18	CC1CCc2[nH]c3ccc(C(=O)N(C)CC(=O)Nc4ccccc4Br)cc3c2C1 (stereo not drawn)	28.5%	?	-15.3%	25.9%	·
19	C#C[C@]1(O)CC[C@H]2[C@H]3CCc4cc(O)ccc4[C@@H]3CC[C@@]21C	·	·	·	-9.7%	-9.4%
20	O=S1(=O)c2cccc3cccc(c23)N1Cc1ccc(-c2nnco2)cc1	-6.1%	-2.5%	-2.2%	-3.9%	-3.2%
21	COc1ccc(C(=O)NCc2ccccc2)cc1Br	-6.1%	-2.1%	-22.6%	14.5%	2.1%
22	CC1CCC(NC(=O)Cn2ncc3c4ccccc4n(Cc4ccc(Cl)cc4)c3c2=O)CC1 (stereo not drawn)	6.9%	-5.3%	-0.8%	·	-5.0%
23	C=CCN(C(=O)CCc1ccccc1OC)c1nc(-c2ccc(S(C)(=O)=O)cc2)cs1	?	-24.3%	-8.6%	-6.1%	-9.4%
24	Cc1ccc(CNc2nc3ccccc3c3nc(-c4cccc(C)c4)nn23)cc1	3.3%	4.9%	11.4%	·	-7.9%

no.	Pol beta inh	Pol kappa inh	Anesthetic bind	G9a block
13	0.3%	-26.2%	-18.5%	-2.5%
14	9.9%	-5.3%	-1.0%	-11.3%
15	-0.4%	3.5%	6.0%	-46.9%
16	2.7%	-10.8%	-15.9%	?
17	-2.3%	6.0%	4.0%	-20.3%[59 µM]
18	·	-21.7%	·	44.7µM*
19	·	4.3%[60.1 µM]	-14.1%	·
20	-6.9%	-8.2%	-12.2%	9.7%[12.7 µM]
21	51.0%	-10.6%	9.4%	-2.1%[59 µM]
22	2.7%	-20.0%	0.0%	-8.9%[59 µM]
23	14.2%	-7.5%	51.9%[activator]	-1.3%
24	30.3%	10.4%	-8.6%	25.3%[59 µM]

# Entries listed so far shown as hits in G9a block:
nr	Structure	Pol iota inh	BAZ2B inh	POLH inh	APEX1 inh	BLM inh	Pol kappa inh	Anesthetic bind	G9a block
18	CC1CCc2[nH]c3ccc(C(=O)N(C)CC(=O)Nc4ccccc4Br)cc3c2C1 (stereo not drawn)	28.5%	?	-15.3%	25.9%	·	-21.7%	·	44.7µM*

# Continued.
no.	smiles	Pol iota inh	BAZ2B inh	POLH inh	APEX1 inh	BLM inh
25	COc1ccc(CN(C)C(=O)c2cc(-c3ccccc3)nc3ccc(C)cc23)c(OC)c1OC	17.2%	-23.5%	?	23.7%	-8.2%
26	Cc1cc(C)cc(C(=O)N2CCC3(CC2)NCCc2[nH]cnc23)c1	?	-12.8%	0.2%	1.4%	-3.0%
27	Cc1ccc(-n2ncc3c(NCCCN4CCOCC4)ncnc32)cc1Cl	31.2%[activator]	-22.0%	-9.6%	·	20.1%
28	CN1CCN(S(=O)(=O)c2cccc(C(=O)Nc3ccccc3N3CCOCC3)c2)CC1	4.3%	-13.0%	6.3%	1.8%	-7.2%
29	C[N+]1(CCCCCCC(=O)/C=N/O)CCCCCC1	18.9%	-28.0%	-15.1%	-3.6%	0.5%
30	O=C(CSc1nc(O)c(C2CCCCC2)c(=O)[nH]1)Nc1ccccc1Cl	107.6%[activator]	-1.9%	-6.8%	25.8%	-3.1%
31	COC(=O)c1ccc(CNC(=O)C2CCC(=O)N(CCCc3ccccc3)C2)cc1 (stereo not drawn)	?	-1.0%	-2.0%	-10.2%	-4.5%
32	O=C(COC(=O)Cc1ccccc1F)NCCc1ccccc1	16.0%	-3.6%	-7.4%	31.4%[activator]	·
33	Cc1ccc(S(=O)(=O)NCCc2csc3nc(-c4ccccc4C)nn23)cc1	3.1%	7.9%	-19.4%	·	-1.2%
34	COc1cccc(CNC(=O)c2cc(=O)[nH]c3ccc(S(=O)(=O)N4CCCC4)cc23)c1	14.5%	5.4%	-19.5%	·	-4.1%
35	CN(C)S(=O)(=O)c1ccc2c(c1)nc(CCC(=O)NCC1CCCCC1)n2C	10.6%	1.4%	2.7%	-2.0%	1.4%
36	COC(=O)c1ccc(CSc2ncnc3sc(C)c(C)c23)o1	-6.7%	-30.6%	12.6%	-5.7%	-3.2%

no.	Pol beta inh	Pol kappa inh	Anesthetic bind	G9a block
25	9.7%	-13.9%	-23.0%	-10.8%
26	26.4%	-7.4%	9.9%	·
27	-8.6%	2.3%[60.1 µM]	-14.9%	-17.7%[59 µM]
28	?	-15.1%	-4.7%	-5.2%
29	0.3%	-9.9%	-5.4%	14.1µM*
30	7.4%	-1.9%	-11.2%	?
31	-25.0%	-7.0%	-4.4%	-10.4%[0.501 µM]
32	·	-5.8%	·	-6.5%[2.33 µM]
33	15.9%	-10.3%[60.1 µM]	-11.0%	0.7%[59 µM]
34	2.7%	-9.6%	4.9%	-1.1%[59 µM]
35	11.7%	-20.7%	-17.1%	?
36	2.3%	-9.8%[60.1 µM]	-7.3%	?

# The listing continues:
no.	smiles	Pol iota inh	BAZ2B inh	POLH inh	APEX1 inh	BLM inh
37	COc1ccc(C(=O)Nc2ccccc2C(=O)O)cc1Cl	-10.3%	2.0%	-17.0%	-5.6%	-6.0%
38	CC1CC(=O)N(c2ccc(N(C)Cc3ccccc3)c([N+](=O)[O-])c2)C1=O (stereo not drawn)	33.7%[activator]	11.2µM*	-11.5%	1.9%	1.1%
39	COc1ccc(C(NC(=O)CC(C)C)c2c(O)ccc3ccccc23)cc1 (stereo not drawn)	-8.1%	-11.4%	-7.0%	-24.1%	-9.4%
40	COc1ccc2[nH]c(=O)c(CN(Cc3ccco3)Cc3nnnn3Cc3ccccc3)cc2c1	20.5%	2.2%	-9.3%	2.3%	-0.8%
41	Cc1ccc(-n2cc(CN3CCNC(=O)CC3)c(-c3cccc(C)c3)n2)cc1	47.4%[activator]	?	-26.0%	14.4%	-6.6%
42	Cc1cccc(N2CCN(C(=O)C3CCCN(S(=O)(=O)c4cnc[nH]4)C3)CC2C)c1 (stereo not drawn)	6.5%	13.5%	-8.8%	20.1%	5.1%
43	N#Cc1ccsc1NC(=O)CN1CCN(c2ccc(O)cc2)CC1	?	-35.2%	?	-9.9%	0.1%

no.	Pol beta inh	Pol kappa inh	Anesthetic bind	G9a block
37	24.7%	-16.7%	2.8%	0.4%[59 µM]
38	3.1%	4.8%	?	-47.7%
39	-0.7%	-14.2%	-8.6%	?
40	1.2%	-4.8%	81.1%[activator]	50.1µM*
41	?	-1.9%	-12.0%	·
42	18.9%	-15.7%	3.3%	?
43	-4.7%	?	1.5%	17.8µM*

# Taken from above.
# Cc1ccc(-n2cc(CN3CCNC(=O)CC3)c(-c3cccc(C)c3)n2)cc1 – Pol kappa inh = -1.9%
# COc1ccc(C(=O)NCc2ccccc2)cc1Br – BLM inh = 2.1%
# CSc1ncc(C(=O)O)n1-c1ccc(F)cc1 – Pol iota inh = 7.1%

# Assay outcomes deposited in PubChem BioAssay by National Center for Advancing Translational Sciences (NCATS).

# An excerpt, so the mix of outcomes need not match the whole.
